PPARg SRC2 recr: agonists of PPARg-SRC-2 recruitment, primary screen, biochemical, HTS. Peroxisome proliferator-activated receptor gamma (Homo sapiens), P37231. PPARgamma LBD-SRC-2 recruitment. activation, % at 8 µM. 200,000 tested, 0.34% active. AID 1032, 2008; in the data active = activation above about 22%;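 note: 0% = vehicle and 100% = reference agonist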
Target sequence (P37231 whole entry, looked up, the tested form may be a part): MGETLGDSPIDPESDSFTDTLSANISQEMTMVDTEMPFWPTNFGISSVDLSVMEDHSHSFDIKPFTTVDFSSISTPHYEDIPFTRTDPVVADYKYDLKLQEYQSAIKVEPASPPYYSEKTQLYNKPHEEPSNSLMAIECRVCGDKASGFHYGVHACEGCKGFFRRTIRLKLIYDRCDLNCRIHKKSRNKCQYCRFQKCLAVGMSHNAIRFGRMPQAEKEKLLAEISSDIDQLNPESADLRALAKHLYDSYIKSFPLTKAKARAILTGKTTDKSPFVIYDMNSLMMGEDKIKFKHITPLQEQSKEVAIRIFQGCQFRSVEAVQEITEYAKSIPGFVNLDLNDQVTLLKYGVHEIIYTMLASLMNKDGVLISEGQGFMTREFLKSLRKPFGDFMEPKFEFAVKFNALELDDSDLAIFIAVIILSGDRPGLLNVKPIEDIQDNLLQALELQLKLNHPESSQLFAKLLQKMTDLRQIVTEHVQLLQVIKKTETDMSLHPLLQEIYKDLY
SRC2 TRFRET art: TR-FRET signal artefacts, primary screen, artefact control for PPARgamma SRC-2 agonist project, biochemical; TR-FRET artefact counter-screen; hits give high values; TR-FRET ratio at 8 µM; 200,000 tested, 0.4% active; AID 1049, 2008; in the data active = TR-FRET ratio above about 2000; note: inactives centre near 1500
RAM inhibit: inhibitors of the yeast RAM network, primary screen, dse1pr::URA3 reporter, 5-FOA selection. inhibition, % at 50 µM. AID 868, 2007. S. cerevisiae dse1pr::URA3 reporter, 5-FOA growth OD615, 2 d; analog-sensitive cbk1-as2 kinase mutant strain. 190,000 tested, 1.8% active;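 active = inhibition above a set limit, 3 SD over mean compound inhibition, cut at about 8.4% in these data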;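 note: 0% = DMSO-only wells with no growth and 100% = 10 µM 1-NA-PP1 full growth; inhibition rescues growth on 5-FOA so higher OD means more RAM inhibition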
Redox H2O2 prof: compounds producing H2O2 with reducing agent – biochemical, NIH compound library profiling, artefact control for MLSCN library redox annotation, primary screen. DTT-dependent redox cycling H2O2, phenol red/HRP absorbance; 100% = 100 µM peroxide control, 0% = buffer. activation, % at 10 µM. 200,000 tested, 0.03% active. AID 878, 2007;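 active = activation of at least 50% relative to the plate's high and low controls in the primary single-dose screen; inactive = activation below 50%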;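 note: compound incubated with DTT at 0.8 mM final as the reducing agent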
PPARg SRC1 recr: PPARgamma agonists recruiting SRC-1 coactivator, primary screen, biochemical; activation, % at 8 µM; AID 631, 2007; Peroxisome proliferator-activated receptor gamma (Homo sapiens), P37231; 200,000 tested, 0.41% active; PPARgamma-SRC-1 coactivator recruitment biochemical assay; in the data active = activation above about 19%;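 note: 0% = DMSO and 100% = reference agonist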
L major viab: Leishmania major promastigote growth inhibition, primary screen. Leishmania major promastigotes, resazurin fluorescence viability. inhibition, % at 10 µM. 200,000 tested, 9% active. AID 1063, 2008; in the data active = inhibition above about 50%;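 note: promastigotes grown with compound for 44 hours at 28 °C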
S1P3 antagonist: S1P3 receptor antagonists, primary screen, cell-based | Sphingosine 1-phosphate receptor 3 (Homo sapiens), Q99500 | CHO S1P3 NFAT-BLA reporter, FRET fluorescence, antagonist mode | inhibition, % at 4.98 µM | 170,000 tested, 0.27% active;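 active = inhibition above the plate cutoff, the mean inhibition of test wells on that plate plus 3 SD, cut at about 28% in these data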;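 note: cells challenged with S1P at its EC80 of 0.8 µM; blue over green emission ratio from cleaved BLA substrate after 4 h stimulation; 0% = S1P-stimulated wells and 100% = unstimulated DMSO-only wells; some compounds past the cut are filed as inactive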
Efa HMGR inh: inhibitors of E. faecalis class II HMGR, primary screen, biochemical, Enterococcus faecalis; HMG-CoA reductase (Enterococcus faecalis, mvaE); purified E. faecalis HMGR, NADPH absorbance 340 nm kinetic; inhibition, % at 10 µM; 190,000 tested, 0.41% active;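 active = inhibition above a set limit, the median over all tested compounds plus 3 SD, cut at about 9.5% in these data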;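 note: enzyme runs in reverse so mevalonate oxidation gives rising NADPH absorbance; 0% = complete reaction with DMSO and 100% = background rate lacking mevalonate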
PPARg SRC3 recr: PPARgamma agonists recruiting SRC-3 coactivator, primary screen, biochemical; biochemical PPARgamma/SRC-3 coactivator recruitment assay; AID 731, 2007; activation, % at 8 µM; 200,000 tested, 0.26% active; Peroxisome proliferator-activated receptor gamma (Homo sapiens), P37231; in the data active = activation above about 23%;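 note: 0% = DMSO and 100% = reference agonist; some compounds past the cut are filed as inactive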
bIAP inh: bovine intestinal alkaline phosphatase inhibitors, primary screen, selectivity assay for TNAP inhibitor project, biochemical, bovine IAP, CDP-star luminescence; alkaline phosphatase, intestinal [Bos taurus]; purified bovine IAP, 30 min; inhibition, % at 20 µM; 190,000 tested, under 10 active; AID 1019, 2008;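 active = over 50% inhibition of intestinal alkaline phosphatase at 20 µM in the single-dose screen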
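test system = bovine IAP enzyme | medium = DEA buffer 100 mM, pH 9.8, with MgCl2 1.0 mM, ZnCl2 0.02 mM | detection = luminescence | dosing = single compound dose of 20 µM, 2% DMSO final | incubation = 30 min reaction at room temperature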
ROMK mod: ROMK potassium channel modulators, primary screen, cell-based, thallium flux, MLSMR library; 130,000 tested, 2% active; B-score at 10 µM; ATP-sensitive inward rectifier potassium channel 1 (Homo sapiens), P48048; Tet-inducible ROMK, thallium flux fluorescence; actives lie on both sides;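 active = signal ratio slope over the read window, or its plate-corrected B-score, at least 3 SD from the plate mean, either direction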;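 note: B-score of the F/F0 ratio slope over 7 to 12 s after thallium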
Target sequence (P48048 whole entry, looked up): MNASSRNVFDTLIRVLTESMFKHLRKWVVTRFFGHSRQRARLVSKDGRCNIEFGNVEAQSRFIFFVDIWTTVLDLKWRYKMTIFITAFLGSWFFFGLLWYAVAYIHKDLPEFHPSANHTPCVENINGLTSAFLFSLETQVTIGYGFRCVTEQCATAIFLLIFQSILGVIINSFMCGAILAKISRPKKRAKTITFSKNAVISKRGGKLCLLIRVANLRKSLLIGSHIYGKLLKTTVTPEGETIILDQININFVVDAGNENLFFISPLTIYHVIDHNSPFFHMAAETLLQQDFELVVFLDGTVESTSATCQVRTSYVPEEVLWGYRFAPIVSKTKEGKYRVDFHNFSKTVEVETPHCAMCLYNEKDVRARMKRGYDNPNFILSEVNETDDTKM
Starred values were filed as active, the others as inactive; nt = no result given.

entry	SMILES	PPARg SRC2 recr	SRC2 TRFRET art	RAM inhibit	Redox H2O2 prof	PPARg SRC1 recr	L major viab	S1P3 antagonist	Efa HMGR inh	PPARg SRC3 recr	bIAP inh	ROMK mod
1	Cc1cc(C)n(CCN(C)C(=O)CCc2nnc(CCC3CCCCC3)o2)n1	9	1683	0.7	-0.4	6	-4	-3	8	2	-2	-0.12
2	Cc1ccc2[nH]c(=O)c(CN(Cc3ccccc3)C(=S)NCCCN(C)C)cc2c1	-3	1564	0.9	-0.4	5	39	-14	2	-2	0	-3.2*
3	COc1ccc(OC(C)=O)c(C2c3cc(OC)c(OC)cc3CCN2C(C)=O)c1 (stereo not drawn)	8	1698	2.5	0.1	5	8	21	3	-3	3	1.2
4	CC1(c2ccccc2Cl)NC(=O)N(CC(=O)NCCC2=CCCCC2)C1=O (stereo not drawn)	-6	1622	1.4	-0.8	1	-6	-4	3	-3	8	0.14
5	O=C1NC(CCc2ccccc2)C(=O)N1CCOc1ccccc1 (stereo not drawn)	6	1608	0.9	-1.8	9	0	4	-4	1	4	-0.11
6	NC(=O)c1ccccc1NC(=O)/C=C/c1cccc(Cl)c1	-4	1507	2.0	1.0	-5	-7	nt	-9	6	5	nt
7	O=C1CSC(c2ccccc2)N1Nc1nc(N2CCOCC2)nc(N2CCOCC2)n1 (stereo not drawn)	-3	1415	1.7	-1.4	-10	1	-24	-3	0	-21	-0.84
8	O=C(N[C@@H](Cc1c[nH]c2ccccc12)C(=O)O)c1ccccc1Cl	5	1619	1.0	-0.7	7	-6	11	0	4	0	-0.5
9	Cc1ccc(NC(=O)C2CCCN(c3ncccn3)C2)cc1F (stereo not drawn)	-6	1383	1.2	2.0	4	6	-2	-4	0	7	-0.091
10	CCN(CC(=O)Nc1cccc(C(C)=O)c1)S(=O)(=O)c1ccc(OC)cc1	13	1702	1.1	-0.5	6	-4	-11	0	8	7	-0.04

Further records follow.
entry	SMILES	PPARg SRC2 recr	SRC2 TRFRET art	RAM inhibit	Redox H2O2 prof	PPARg SRC1 recr	L major viab	S1P3 antagonist	Efa HMGR inh	PPARg SRC3 recr	bIAP inh	ROMK mod
11	NC(=O)c1cccnc1	-8	1431	-0.3	0.5	6	12	-4	2	0	13	nt
12	COCCCNC(=O)c1ccc([N+](=O)[O-])c(Cl)c1	-7	1401	1.1	-0.3	0	41	-4	-2	-1	-2	nt
13	CCOc1ccc(C(C)=O)cc1CSc1nnnn1-c1ccc(O)cc1	-4	1687	-0.2	-1.9	4	60*	-11	-4	1	7	1.4
14	Cc1ccc(S(=O)(=O)NCC(=O)NCc2ccncc2)cc1	4	1581	1.4	0.6	-4	-5	nt	1	-8	0	nt
15	CCOC(=O)C1CCN(Cc2cn(C)nc2-c2ccc(Oc3ccccc3)cc2)CC1	8	1621	1.5	-1.0	9	79*	2	-6	-1	12	-0.02
16	O=C(C1CCCN(S(=O)(=O)Cc2ccccc2)C1)N1CCc2ccccc21 (stereo not drawn)	-1	1509	2.4	0.1	5	73*	nt	-7	5	4	-0.68
17	O=C(CSc1nnc(-c2ccc(O)cc2)n1-c1ccccc1)CC(=O)Nc1ccccc1	-9	1489	3.4	0.4	-5	43	-4	-4	-1	9	-0.41
18	N#CC(Sc1ccccn1)c1ccc(Cl)cc1 (stereo not drawn)	6	1654	0.5	-1.5	9	-3	-7	-6	3	-8	-1.2
19	O=C1CCCN1CN(C(=O)c1ccccc1)c1ccccc1	4	1562	2.1	-0.3	5	-3	-5	-7	4	-5	nt
20	CCCCCCSC1=C(C#N)C(c2ccc(O)cc2)CC(=O)N1 (stereo not drawn)	3	1472	2.8	0.5	-7	10	-11	-9	1	38	-0.52

Next part.
entry	SMILES	PPARg SRC2 recr	SRC2 TRFRET art	RAM inhibit	Redox H2O2 prof	PPARg SRC1 recr	L major viab	S1P3 antagonist	Efa HMGR inh	PPARg SRC3 recr	bIAP inh	ROMK mod
21	CCCN1CCN(CCCNC(=O)CCNC(=O)Cn2ccc3ccccc3c2=O)CC1	0	1352	1.2	0.1	-3	-5	nt	-2	-10	4	2.7
22	CCOc1cc2[nH]c(=S)n(C3CCN(Cc4ccccc4)CC3)c(=O)c2cc1OCC	-5	1564	2.4	-0.3	-8	5	8	-3	7	6	0.057
23	O=C(c1ccc(-n2cnnn2)cc1)N1CCOCC1	11	1401	1.8	-4.1	-5	-3	nt	-6	15	1	0.62
24	OCC#CCSc1nnc(-c2ccncc2)o1	-6	1713	1.2	-0.4	-5	-7	-13	-3	0	-2	nt
25	OCCN1CCN(CC(O)COCCOc2ccc(Br)cc2)CC1 (stereo not drawn)	3	1451	1.6	0.0	4	-3	-4	-1	2	6	-0.024
26	Cc1cc(NC(=O)COC(=O)CNS(=O)(=O)c2ccc(C)c(C)c2)no1	5	1619	1.8	-0.5	3	-3	5	-5	5	-11	nt
27	O=C(CP(=O)(O)CC(=O)c1ccccc1)c1ccccc1	1	1557	0.7	-0.5	2	-10	1	0	4	-1	1.3
28	CC1CCN(CCc2nc3cc(NC(=O)NC4CCCCC4)ccc3n2C)CC1	4	1497	-1.0	2.8	2	23	nt	-9	2	-146	nt
29	Cc1ccc(NC(=O)c2noc3c2CCCCC3)cc1	5	1512	2.5	-0.4	2	-5	-14	1	-1	-1	nt
30	O=C(NC1CCCCC1)C(c1ccncc1)N(C(=O)Cc1cccs1)c1ccccc1 (stereo not drawn)	-6	1533	3.9	11	2	4	-1	-10	3	3	-0.32

Continued.
entry	SMILES	PPARg SRC2 recr	SRC2 TRFRET art	RAM inhibit	Redox H2O2 prof	PPARg SRC1 recr	L major viab	S1P3 antagonist	Efa HMGR inh	PPARg SRC3 recr	bIAP inh	ROMK mod
31	Cc1ccc(C(=O)Cn2cnc3ccccc3c2=O)cc1C	10	1544	-1.8	-0.1	7	-7	nt	0	2	6	-0.71
32	O=C(NCCC1=CCCCC1)NC12CC3CC(CC(C3)C1)C2	2	1535	2.5	-0.9	5	7	nt	0	6	7	nt
33	Cc1cc(C)nc(SCCS(=O)Cc2ccc(Cl)cc2)n1 (stereo not drawn)	-3	1432	1.0	1.2	2	5	-25	-2	-7	-12	nt
34	CCCN1CNC(=S)N(c2ccccc2OCC)C1	8	1541	2.5	-0.3	2	-8	6	0	-3	14	0.08
35	Cc1sc(NC(=O)CSc2nnnn2C)c(C#N)c1C	-6	1602	1.5	-0.7	1	-6	-16	-1	-1	-4	-0.41
36	Cn1c(Cc2cccs2)n[nH]c1=S	3	1504	1.2	0.2	-3	-8	-40	1	-10	7	0.3
37	O=C(O)c1ccc(N2C(=O)Nc3ccccc3N2O)cc1	3	1632	1.4	-1.6	0	-1	-21	-3	-1	-7	0.13
38	CCN(CC)CCN(Cc1cc2cccc(C)c2[nH]c1=O)C(=S)Nc1ccccc1	-2	1493	1.2	-0.5	1	41	9	-1	-1	-5	-2.6
39	Cn1c(=O)c2c(-c3ccccc3)n(Cc3cccnc3)cc2n(C)c1=O	5	1741	2.3	1.0	11	-4	0	-4	6	-9	nt
40	O=C(Nc1ccc2c(c1)CCC2)c1ccc(Cl)nc1	-1	1607	0.5	-1.4	3	15	-16	-8	-2	6	-0.15

Carrying on:
entry	SMILES	PPARg SRC2 recr	SRC2 TRFRET art	RAM inhibit	Redox H2O2 prof	PPARg SRC1 recr	L major viab	S1P3 antagonist	Efa HMGR inh	PPARg SRC3 recr	bIAP inh	ROMK mod
41	Cn1c(=O)oc2cc(S(=O)(=O)N3CCC(C(=O)Nc4ccc(OC(F)(F)F)cc4)CC3)ccc21	0	1642	1.4	-1.3	-5	-4	-15	-2	6	-11	-0.68
42	Cc1onc(-c2c(Cl)cccc2Cl)c1C(N)=O	5	1708	1.7	0.3	5	-4	-36	3	3	3	1.4
43	O=C(CCC1CCCC1)Nc1ccc(C(=O)NCc2cccnc2)cc1	-3	1339	-0.8	-0.7	-10	1	0	-1	-4	-10	-0.16
44	O=c1c2ccccc2[nH]c(=S)n1-c1cccc(S(=O)(=O)N2CCCC2)c1	2	1452	1.7	0.2	2	-1	-4	-9	-1	33	nt
45	CCCOC(=O)c1cccc(Nc2nc(-c3cccnc3)nc3ccccc23)c1	-4	1516	-0.3	0.0	6	56*	22	2	1	18	-0.41
46	CN1CCC(=NNC(=O)c2ccco2)CC1	-5	1389	-1.4	-3.4	-6	-4	nt	-2	-4	3	nt
47	Cn1c(C(=O)NCCOc2ccccc2Cl)cc(=O)n(C)c1=O	3	1628	1.2	-0.3	13	1	9	-2	0	12	0.92
48	COc1ccc(N(C(=O)c2cccnc2)S(=O)(=O)c2ccc3c4c(cccc24)C(=O)N3C)cc1	4	1607	6.6	-0.2	3	4	1	-4	0	0	0.22
49	CCOc1ccc2nc(SC(CC)C(=O)Nc3cc(C)on3)sc2c1 (stereo not drawn)	3	1520	4.0	-0.5	0	6	4	1	-3	1	0.38
50	O=C(Nc1ccccc1C(=O)N1CCOCC1)c1ccco1	1	1631	1.2	0.6	0	-4	-14	-2	-1	0	0.65
51	COc1ccc(CN(CC2CCCO2)S(=O)(=O)c2ccc(C(=O)O)cc2)cc1OC (stereo not drawn)	5	1631	-0.3	1.5	5	-7	-25	-2	-3	4	nt
